# Assay outcomes from PubChem BioAssay.
# PvdQ inh: P. aeruginosa PvdQ acylase inhibition | purified PvdQ acylase, fluorescence plate reader | inhibition, % at 10 µM | 340,000 tested, 0.063% active; in the data active means inhibition above about 30%, passing the limit was not always enough; inconclusive means no clear call, values can overlap the other calls;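 further: 0% = vehicle neutral wells and 100% = reference inhibitor wells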
# LANA DNA inh: blocks KSHV LANA C-terminal domain binding to DNA. MBP-C-LANA/FAM-LBS DNA binding, fluorescence polarization. inhibition, % at 9 µM. 340,000 tested, 0.078% active. AID 504423;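 active means highest replicate inhibition at or above 60% at 9 µM, even if other replicates fall short; inactive means all replicates below 60% inhibition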;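 further: 0% = neutral control wells and 100% = 4 µM acridine orange control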
# Rtt109 HAT inh: inhibitors of Candida albicans Rtt109/Vps75 histone acetyltransferase; Q5AAJ8; purified Rtt109/Vps75, ThioGlo CoA-SH fluorescence, 4 h; inhibition, % at 34.9 µM; 330,000 tested, 0.16% active; AID 540336;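 active means inhibition of at least 50% in every replicate; inconclusive means best replicate reaches 50% inhibition but some replicates fall short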
# RTF Ca sens act: increases calcium sensitivity of human cardiac regulated thin filaments | activation, % at 7.2 µM | P19429+P45379 | IANBD-labeled TnC RTF fluorescence at EC20 calcium; 0% EC20 calcium, 100% full calcium | AID 493008 | 340,000 tested, 0.24% active;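 active means activation above the mean over all tested compounds plus 3 SD, cut at about 30% in these data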;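 further: rise in fluorescence read as greater calcium sensitivity of cardiac thin filaments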
# CDK5 p35 inh: CDK5/p35 (human) kinase inhibition. Q00535+Q15078. Recombinant CDK5/p35, ADP-Glo luminescence, 60 min. inhibition, % at 10 µM. 330,000 tested, 0.01% active. AID 488839;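 active means highest replicate inhibition of at least 50% and at least 75% of replicates reaching 50%; inconclusive means only one of the two criteria met; inactive means both criteria failed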;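 further: plate controls were DMSO neutral control for no effect and GW8510 at 10 µM for full effect; many of its hits are not listed in these tables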
# NSD2 inh: NSD2 (human) methyltransferase inhibition | AID 743445 | 310,000 tested, 0.54% active | O96028 | NSD2 peptide methylation, AlphaScreen, 120 min | inhibition, % at 12.5 µM; in the data active means inhibition above about 50%
# Target sequence (O96028 whole entry, looked up): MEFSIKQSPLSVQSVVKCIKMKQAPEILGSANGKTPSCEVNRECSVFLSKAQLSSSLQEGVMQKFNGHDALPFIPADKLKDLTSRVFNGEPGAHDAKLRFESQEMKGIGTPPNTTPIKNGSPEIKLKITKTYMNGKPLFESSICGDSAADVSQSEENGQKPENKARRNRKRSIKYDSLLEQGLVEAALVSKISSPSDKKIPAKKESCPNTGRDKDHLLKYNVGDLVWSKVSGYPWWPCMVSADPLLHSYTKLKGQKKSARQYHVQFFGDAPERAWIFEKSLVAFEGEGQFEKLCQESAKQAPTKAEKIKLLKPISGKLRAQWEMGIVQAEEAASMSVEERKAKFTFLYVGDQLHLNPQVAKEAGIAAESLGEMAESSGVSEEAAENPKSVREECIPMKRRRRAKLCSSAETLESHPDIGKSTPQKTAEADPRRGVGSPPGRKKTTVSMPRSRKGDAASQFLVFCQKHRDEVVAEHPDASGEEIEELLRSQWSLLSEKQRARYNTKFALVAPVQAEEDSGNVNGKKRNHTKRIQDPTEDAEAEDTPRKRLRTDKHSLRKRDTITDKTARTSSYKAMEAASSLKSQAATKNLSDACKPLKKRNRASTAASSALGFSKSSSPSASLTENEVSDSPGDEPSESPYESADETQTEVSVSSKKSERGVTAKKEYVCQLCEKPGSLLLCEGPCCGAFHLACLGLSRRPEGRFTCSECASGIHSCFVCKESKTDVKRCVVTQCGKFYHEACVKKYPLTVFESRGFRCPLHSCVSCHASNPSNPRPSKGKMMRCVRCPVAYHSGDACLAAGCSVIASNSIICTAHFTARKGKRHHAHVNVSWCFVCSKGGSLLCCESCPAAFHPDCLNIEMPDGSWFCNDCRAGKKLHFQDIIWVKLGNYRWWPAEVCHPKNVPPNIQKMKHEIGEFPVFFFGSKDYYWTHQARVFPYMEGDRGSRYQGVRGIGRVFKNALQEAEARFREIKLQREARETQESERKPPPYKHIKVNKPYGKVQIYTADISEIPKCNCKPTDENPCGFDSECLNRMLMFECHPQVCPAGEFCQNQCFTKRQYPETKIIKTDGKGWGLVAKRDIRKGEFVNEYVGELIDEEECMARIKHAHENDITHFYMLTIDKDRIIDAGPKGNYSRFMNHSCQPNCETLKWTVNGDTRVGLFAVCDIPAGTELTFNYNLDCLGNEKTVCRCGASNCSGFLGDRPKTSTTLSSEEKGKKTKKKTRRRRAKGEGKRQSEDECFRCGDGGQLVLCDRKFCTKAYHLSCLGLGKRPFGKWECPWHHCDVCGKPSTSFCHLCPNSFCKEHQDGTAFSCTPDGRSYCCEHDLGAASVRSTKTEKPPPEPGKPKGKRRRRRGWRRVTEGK
# PfHsp90 yeast 2: growth inhibition of yeast expressing Plasmodium Hsp90; S. cerevisiae expressing PfHsp90, BacTiter-Glo ATP, 48 h; yeast lacking PDR1 and PDR3 efflux regulators; inhibition, % at 9.4 µM; 310,000 tested, 0.32% active; AID 504621;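 active means every replicate shows inhibition above about 80%, whatever the replicate mean, limit read from the data; inconclusive means mean inhibition reaches the set limit but some replicate falls short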;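 further: 0% = DMSO neutral controls and 100% = 20 µM radicicol positive controls; yeast relying on Plasmodium falciparum Hsp90 in place of its own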
# SUMO Mot1 rescue: inhibitors of SUMOylation pathway: yeast Mot1-301 growth rescue; 320,000 tested, 1% active; growth rescue, % at 18.8 µM; S. cerevisiae Mot1-301 growth rescue, ATP luminescence, 38.5C; percent above DMSO median, 100 means doubled; AID 2716;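 active means every valid replicate shows activation above 250% relative to neutral control wells; inactive means the rest, any valid replicate at or below 250%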;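 further: OY570 slx delta 5 strain wells were the positive control but not used for scaling; some compounds called inactive have numbers as strong as hits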
# dFosB activator: mouse delta FosB homodimer activation; 340,000 tested, 0.99% active; P13346; activation, % at 25 µM; AID 493131; purified delta FosB, TAMRA-CDK5 oligo fluorescence polarization; percent of positive-control signal above neutral wells;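 active means mean activation above about 17%, with every replicate also reaching it, limit read from the data, passing the limit was not always enough; inconclusive means only one of the two conditions met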;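 further: fluorescence polarization rise as delta FosB binds a TAMRA Cdk5 AP-1 oligo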
# RTF Ca sens inh: cardiac RTF calcium desensitization. P19429+P45379. IANBD-labeled cardiac RTF, Ca2+ fluorescence. inhibition, % at 7.15 µM. 340,000 tested, 0.12% active. AID 493244;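 active means inhibition above the mean inhibition of all tested compounds plus 3 SD, cut at about 17% in these data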;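 further: assay run at fixed EC70 calcium of 1.6 mM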
# Keap1-Nrf2 PPI: disrupts human Keap1 binding to Nrf2 peptide. Q14145. AID 504523. 340,000 tested, 0.15% active. inhibition, % at 9.4 µM. Keap1 Kelch-Nrf2 peptide fluorescence polarization, 1536-well; in the data active means inhibition above about 12%; inconclusive means no clear call, values can overlap the other calls; inactive means below about 7.3%;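 further: human Keap1 Kelch domain with fluorescein labeled Nrf2 9mer peptide probe; 0% = neutral control wells and 100% = peptide positive control; higher means more block of Keap1 binding to Nrf2 peptide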
# Active calls of the source: *; ? = inconclusive; · = no result given.
SMILES,PvdQ inh,LANA DNA inh,Rtt109 HAT inh,RTF Ca sens act,CDK5 p35 inh,NSD2 inh,PfHsp90 yeast 2,SUMO Mot1 rescue,dFosB activator,RTF Ca sens inh,Keap1-Nrf2 PPI
N#CC1=C(N)OC2=C(C(=O)CCC2)C1C1C=CCCC1 (configuration not stated),-5,2.3,-3,-7,-0.3,30,23,-10,-7,1,-1
O=C(N/N=C/c1ccc(N2CCOCC2)cc1)C1CC1,0,-0.6,·,-3,0.7,0,2,-3,-1,-9,3
Cc1nc(NCCc2ccc(S(N)(=O)=O)cc2)c2c(C)c(C)sc2n1,-14,-1.2,7,1,-0.2,2,-9,0,11,1,-5
CCc1cc2c(=O)c(-c3cnn(-c4ccccc4)c3)coc2c(CN2CCOCC2)c1O,-7,-0.2,-1,7,2.1,·,-8,36,0,-8,-1
COc1ccc(N2C(=O)C3C4C=CC(C5CC45)C3C2=O)c([N+](=O)[O-])c1 (configuration not stated),-15,-1.1,-24,7,-0.2,5,-3,195,2,-32,-3
COc1ccc(C(Nc2ccccn2)c2oc(CO)cc(=O)c2O)cc1 (configuration not stated),-13,-0.4,3,5,1.2,2,-14,5,-6,-18,-17
CC1(C)CC2CC(C)(CN2C(=O)CCCN2C(=O)c3ccccc3C2=O)C1 (configuration not stated),-6,0.6,-5,15,0.5,3,11,-5,3,-3,1
O=C(Nc1ccc(SC(F)F)cc1)C12CCC(CC1)C2,12,-1.2,20,2,-1.1,2,12,-12,-2,-31,-1
NS(=O)(=O)c1ccc(CCNC(=O)/C=C/c2ccc([N+](=O)[O-])cc2)cc1,5,0.7,15,4,0.5,-2,-6,0,8,-2,-5
O=C(O)/C=C\C(=O)N1CCc2ccccc21,-9,4.0,-8,-3,-2.1,4,-14,1,4,-3,-1
CC(OC(=O)c1n[nH]c2ccccc12)C(=O)Nc1ccccc1[N+](=O)[O-] (configuration not stated),4,-2.3,-6,-2,0.0,0,·,147,-8,-3,-4
O=C(Nc1ccn(-c2ccccc2)n1)c1ccc(Cl)cc1,13,-0.7,2,3,0.1,1,9,37,-6,11,-1
CCN(CCCNC(=O)CSc1cc(=O)n(C)c2cc(Cl)ccc12)Cc1ccccc1,-5,1.9,3,6,0.1,16,11,-7,-10,6,-2
Cc1ccc(C(=O)NCc2ccncc2)cc1S(=O)(=O)Nc1cccc(C)c1C,-1,0.0,3,-1,-0.7,-5,-18,4,-12,-5,0
Cc1cc(C)cc(C(=O)N(CCc2ccccc2)C2CC3CCC(C2)N3C)c1 (configuration not stated),-7,-1.4,-2,-4,0.7,1,5,83,-4,1,0

# Overlap with the part before: 2 compounds, then new ones.
SMILES,PvdQ inh,LANA DNA inh,Rtt109 HAT inh,RTF Ca sens act,CDK5 p35 inh,NSD2 inh,PfHsp90 yeast 2,SUMO Mot1 rescue,dFosB activator,RTF Ca sens inh,Keap1-Nrf2 PPI
Cc1ccc(C(=O)NCc2ccncc2)cc1S(=O)(=O)Nc1cccc(C)c1C,-1,0.0,3,-1,-0.7,-5,-18,4,-12,-5,0
Cc1cc(C)cc(C(=O)N(CCc2ccccc2)C2CC3CCC(C2)N3C)c1 (configuration not stated),-7,-1.4,-2,-4,0.7,1,5,83,-4,1,0
O=c1cc[nH]c2cc(Cl)ccc12,-9,-0.1,1,-1,-0.3,·,7,5,-3,-11,2
COc1cc(C(=O)N(Cc2cc3ccccc3[nH]c2=O)CC2CCCO2)cc(OC)c1OC (configuration not stated),8,0.5,2,6,-0.4,-2,·,2,-4,-3,-1
COc1ccc(C2/C(=C(/O)c3ccccc3)C(=O)C(=O)N2c2ncccn2)cc1OC (configuration not stated),0,2.1,0,1,-0.7,-3,14,-2,2,3,-1
CCOC(=O)COc1cccc(C2NC(=O)c3ccccc3O2)c1 (configuration not stated),-6,-1.0,0,2,-2.9,·,-11,-11,-1,-2,-6
CCCCC(=O)Nc1cccc(-c2nn3c(C)nnc3s2)c1,-11,-0.7,1,3,2.1,0,·,16,-34,-1,4
COc1ccccc1CC(=O)NN1C(=O)c2ccccc2C1=O,7,-0.6,5,7,1.1,2,12,-12,-6,6,-2
C=CCn1c(SCCOc2ccc(OC)cc2)nnc1C(NC(=O)c1ccc(OC)cc1)C(C)C (configuration not stated),-11,1.6,-10,-2,-4.6,-2,7,13,-13,-5,0
COc1ccc(Cl)cc1NC(=O)C/C(C)=N/NC(=O)Cc1ccccc1,-9,-1.0,-10,-5,-2.1,1,0,-6,-7,-10,2
O=C(CN(C(=O)c1ccc(Cl)cc1)C1CCCCC1)Nc1ccc(Cl)c([N+](=O)[O-])c1,-15,-0.6,16,3,-4.1,-2,4,14,-2,0,0
CC1CCCCC1NC(=O)CCS(=O)(=O)c1ccc2c(c1)NC(=O)CO2 (configuration not stated),-5,-2.0,-1,1,1.5,-2,0,33,-9,1,-7
Cc1cccc(OCCSc2nc3ccccc3n2CCC(=O)O)c1,-6,4.2,1,-2,-0.3,-1,-4,-8,-5,-1,-2
CCN(Cc1ccccc1)C(=O)COC(=O)CNS(=O)(=O)c1ccc(C)cc1,-12,-1.0,-4,6,-1.2,-1,-2,62,-5,-7,-6
CCc1ccc(OCC(=O)N2CCN(c3ccccn3)CC2)c(Br)c1,0,3.3,3,-3,-1.4,0,-13,50,-10,-6,3
Cc1cc(C)n(C(=O)c2ccc(S(=O)(=O)N3CCOCC3)cc2)n1,-14,-0.6,10,0,2.3,2,-8,-3,-1,-3,-2
O=C(NNC(=O)c1ccccc1-n1cccc1)c1cccc(Cl)c1,3,0.6,13,3,0.6,0,0,-2,-3,-2,-4
CC(C)COc1nc2ccccc2nc1C(C#N)C(=O)NC1CCCCC1 (configuration not stated),-4,38,-7,-5,-0.6,-4,15,13,-8,-7,-38
CC(C)(C)c1csc(NNC(=O)c2ccc(Br)cc2)n1,-2,-1.9,0,-1,2.1,6,10,3,-4,-11,-1
Cc1onc(-c2ccccc2)c1C(=O)N/N=C/c1cc(Br)c(Br)o1,-11,0.8,0,-1,·,-1,-27,-28,-5,-8,0
Cc1cc(C)nc(NS(=O)(=O)c2ccc(N3C(=O)C4C5C=CC(C5)C4C3=O)cc2)n1 (configuration not stated),-8,0.1,-7,-1,1.5,-1,-62,-25,-1,0,3
COc1ccc(S(=O)(=O)NC(C)C(=O)Nc2cccc([N+](=O)[O-])c2)cc1 (configuration not stated),-3,1.2,0,-2,0.2,5,5,-17,2,0,0
COc1cc2c(cc1OC)C(c1cccs1)NCC2 (configuration not stated),-17,-0.8,1,-1,-1.6,0,12,-8,-1,-6,-2
COc1ccc(-c2nc(-c3ccccc3)[nH]c(=O)c2C#N)cc1,12,1.7,13,-4,-0.1,-2,-12,3,-4,-6,-1
O=C(O)c1ccc(Sc2ccccn2)c([N+](=O)[O-])c1,-10,0.1,-3,·,0.4,-4,26,88,1,·,-2
Cc1nnc(N2C(=O)C(O)=C(C(=O)c3ccco3)C2c2cccc([N+](=O)[O-])c2)s1 (configuration not stated),-17,0.9,11,-2,-1.9,1,-3,8,1,-5,-1
COc1cc([N+](=O)[O-])ccc1NC(=O)N1CCCCCC1,-6,0.3,-8,-1,2.0,4,-1,5,-4,1,-1
CCN(CC(=O)NCc1cccs1)C(=O)C(c1ccccc1)c1ccccc1,-5,1.0,-2,-2,-0.8,-2,-16,-11,-8,-5,5
COc1nc(Nc2cccc(C(F)(F)F)c2)nc(OC)n1,-17,0.2,-20,3,-1.5,-7,31,19,2,5,-5
O=C(NC12CC3CC(CC(C3)C1)C2)N1CCN(C(=O)C2CCCO2)CC1 (configuration not stated),-12,-1.2,·,0,0.6,-1,22,-20,2,-6,4
COc1cc2c3nnc(-c4ccc(F)cc4)c-3cn(Cc3ccc(C)cc3)c2cc1OC,-11,4.4,5,41*,0.5,·,-5,-23,?,-54,13*
O=C(NC1CCCC1)c1ccc2c(c1)N(Cc1ccc(F)cc1)CCS2,-13,-0.7,-32,0,-0.4,-1,16,9,1,-6,-3
Cc1ccc(S(=O)(=O)N/N=C2\C(=O)C3(C)CCC2C3(C)C)cc1 (configuration not stated),7,0.9,3,7,-2.0,1,-16,6,0,9,1
CCC(C)C(N)C1=NC(C(=O)N[C@@H](CC(C)C)C(=O)N[C@H](CCC(=O)O)C(=O)N[C@H](C(=O)N[C@H]2CCCCNC(=O)[C@H](CC(N)=O)NC(=O)[C@@H](CC(=O)O)NC(=O)[C@H](Cc3cnc[nH]3)NC(=O)[C@@H](Cc3ccccc3)NC(=O)[C@H]([C@@H](C)CC)NC(=O)[C@@H](CCCN)NC2=O)[C@@H](C)CC)CS1 (some centres not stated),-14,0.1,-10,2,-0.3,·,-2,·,8,-7,-7
CC(C)(C)N(Cc1ccccc1)C(=O)c1ccc(Cl)cc1[N+](=O)[O-],-13,0.7,·,-8,1.4,6,-1,-21,-3,8,-6
CN/S(=N/S(=O)(=O)c1ccccc1)c1ccc(C)cc1 (configuration not stated),-18,0.7,-1,2,0.7,0,1,-1,-2,-6,-4
COc1ccc2nc(-c3ccccc3)[nH]c2c1,-4,-1.9,-5,4,5.9,-2,·,-4,-1,-2,4
CCOC(=O)Cc1nnc(Nc2cc(C)ccc2C)c2ccccc12,-3,-0.3,·,0,-1.3,-3,-26,856,3,8,-4
O=C(CSc1cccc2cccnc12)N/N=C/c1ccc(F)cc1,7,-5.9,-10,7,4.6,-1,11,-1,-8,-4,0
Cc1ccc(C(=O)Nc2cccc(C(=O)NCc3ccco3)c2)cc1,12,0.0,12,1,-1.4,·,9,126,-6,-12,2
Cc1nnc(N(CCC#N)CCC#N)s1,-10,-1.8,6,8,0.6,-1,55,-3,-2,-1,-5
Cc1cccc(-c2noc(CCC(=O)NC3CCCCC3)n2)c1,-8,-0.3,2,-4,-2.2,0,20,-9,0,0,-1
O=C(c1ccc2nc(N3CCOCC3)sc2c1)N1CCN(c2ccc(Cl)cc2)CC1,-3,1.9,6,-1,-0.1,0,-2,6,0,3,3
Cc1ccc(N(C)S(=O)(=O)c2cccc(C(=O)NCC(c3cccs3)N3CCOCC3)c2)cc1 (configuration not stated),-5,0.6,13,0,-5.7,1,·,-13,-8,0,-6
O=C(COC(=O)c1ccc(S(=O)(=O)Nc2ccccc2)cc1)NCCN1C(=O)CSC1=O,-13,-1.9,3,0,-0.8,0,-12,-3,-13,-13,-3
